# From PubChem BioAssay
# Epigenetic reg: Quantitative High-Throughput Screen for Regulators of Epigenetic Control. murine LDR cells, GFP reporter derepression, 30 h. Potency, µM (highest dose often 53.9 µM), for inactives: at the highest dose GFP activation, actives largely listed as activators. actives 0.2% (n = 280,000); also: % of control where 0% means no effect; nearly all actives have a fitted effect of over 60% in size
#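 GFP-positive cell count by laser-scanning cytometry (objects 20–120 um) after 30 h, 37 C compound exposure of murine LDR cells; reporter is CMV-GFP integrated at a silenced locus, inducible by HDAC or DNMT inhibitors.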
# ALDH1A1 inh: qHTS Assay for Inhibitors of Aldehyde Dehydrogenase 1 (ALDH1A1) | Aldehyde dehydrogenase 1A1 (Homo sapiens), P00352 | Potency, µM (top dose mostly 75.3 µM), for the others: at the highest dose activity, negative = inhibition, most hits filed as inhibitors | AID 1030, 2008 | actives 7.3% (n = 220,000) | Purified ALDH1A1, NADH fluorescence, propionaldehyde substrate; active = well fitted inhibition curve with a large enough effect, not every such curve was filed as active; inconclusive = small, poorly fitted or top-dose-only effect, or another doubt; inactive = no such curve, though single readings can be large or run the other way;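 also: plate controls were no enzyme wells and a reference inhibitor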
# Target sequence (P00352 whole entry, looked up): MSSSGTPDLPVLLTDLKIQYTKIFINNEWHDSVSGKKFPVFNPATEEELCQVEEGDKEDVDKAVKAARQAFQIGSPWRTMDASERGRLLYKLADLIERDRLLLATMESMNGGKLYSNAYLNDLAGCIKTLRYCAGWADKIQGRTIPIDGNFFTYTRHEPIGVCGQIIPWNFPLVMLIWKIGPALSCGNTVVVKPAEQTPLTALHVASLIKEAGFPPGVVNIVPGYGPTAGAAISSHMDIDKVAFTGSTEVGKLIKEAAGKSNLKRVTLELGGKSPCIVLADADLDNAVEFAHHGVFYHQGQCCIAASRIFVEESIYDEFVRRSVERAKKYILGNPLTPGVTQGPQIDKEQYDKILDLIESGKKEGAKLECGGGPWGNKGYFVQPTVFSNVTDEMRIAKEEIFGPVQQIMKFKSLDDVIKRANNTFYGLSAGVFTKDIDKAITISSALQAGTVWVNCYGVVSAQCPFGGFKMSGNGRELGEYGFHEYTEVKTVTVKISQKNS
# GAA inhib: qHTS Assay for Inhibitors of Human alpha-Glucosidase as a Potential Chaperone Treatment of Pompe Disease; Lysosomal alpha-glucosidase (Homo sapiens), P10253; purified human GAA, 4-MU-alpha-glucoside fluorescence; Potency, µM (doses to about 76.9 µM), for the others: at the top dose activity change, negative = inhibition, hits mostly inhibitors; actives 0.005% (n = 200,000); AID 1466, 2008;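 also: plate controls were uninhibited enzyme wells for no effect and no-enzyme background for full effect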
#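 Human alpha-glucosidase, 4 nM, pre-mixed with test compounds before 400 uM 4-methylumbelliferyl substrate; 20 min room temperature at pH 5.0. Fluorescence read after pH 10 stop; AC50 values from Hill-equation fits.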
# GAA glycogen mod: qHTS Assay for Inhibitors and Activators of Human alpha-Glucosidase Cleavage of Glycogen; AID 2100, 2009; actives 0.38% (n = 300,000); recombinant GAA, glycogen substrate, Amplex Red glucose oxidase fluorescence; Potency, µM (top dose mostly 76.4 µM), for inactives: top-dose activity change, negative = inhibition, usual class: inhibitors; Lysosomal alpha-glucosidase (Homo sapiens), P10253;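 also: 0% = full enzyme reaction and -100% = no-enzyme basal signal; the screen sought inhibitors and activators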
#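 Recombinant human alpha-glucosidase (4 nM final) hydrolysed bovine liver glycogen (30 ug) for 40 min at 37 C in pH 5.0 citrate/phosphate with 0.01% Tween-20. Released glucose detected by glucose oxidase/Amplex Red, Ex 573/Em 610 nm. Compounds up to 77 uM; AC50 from Hill fits.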
# Tau fluor cs: Counterscreen qHTS for Inhibitors of Tau Fibril Formation, Fluorescence Polarization; tau K18 P301L Alexa594 fluorescence, heparin fibrillization; Potency, µM (titrated, usually from 57.7 µM), without a hit: at the top dose activity change, negative = decrease; actives 0.93% (n = 280,000); also: % is scaled to controls: 0 for no effect and ±100 for the full control effect; nearly all actives have a fitted effect of over 55% in size
#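 Human tau K18 P301L (15 uM unlabeled, 0.24 uM Alexa 594-labeled) in 100 mM sodium acetate pH 7 with 20 uM heparin, 6 hr at 37 C. ThT 30 uM added, 1 hr ambient; Alexa 594 FP and total fluorescence read at 555/632 nm.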
# GAA spleen mod: qHTS Assay for Inhibitors and Activators of Human alpha-Glucosidase From Spleen Homogenate; human spleen homogenate, 4-MU-alpha-glucoside fluorescence; actives 0.006% (n = 240,000); Potency, µM (doses to about 79.9 µM), without a hit: at the highest dose activity change, negative = inhibition, actives largely listed as inhibitors;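 also: 0% = enzyme with vehicle and -100% = no enzyme basal signal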
#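 Enzyme source: human spleen homogenate, 1 ug/well. Buffer 50 mM citric acid/K phosphate pH 5.0, 0.01% Tween-20. 4-MU-alpha-glucoside 1 mM; 37 C x 40 min; NaOH/glycine stop; fluorescence.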
# NPSR antag: qHTS Assay for Antagonists of the Neuropeptide S Receptor: cAMP Signal Transduction. Q6W5P4. CHO-NPSR cells, cAMP TR-FRET, antagonist mode. Potency, µM (highest dose often 38.3 µM), inactives show at the top dose activity change, negative = inhibition, most hits filed as inhibitors. actives 1% (n = 220,000). AID 1461, 2008; also: % is scaled to controls: 0 for no effect and ±100 for the full control effect; nearly all actives have a fitted effect of over 50% in size; many of its hits are not listed in these tables
# Target sequence (Q6W5P4 whole entry, looked up): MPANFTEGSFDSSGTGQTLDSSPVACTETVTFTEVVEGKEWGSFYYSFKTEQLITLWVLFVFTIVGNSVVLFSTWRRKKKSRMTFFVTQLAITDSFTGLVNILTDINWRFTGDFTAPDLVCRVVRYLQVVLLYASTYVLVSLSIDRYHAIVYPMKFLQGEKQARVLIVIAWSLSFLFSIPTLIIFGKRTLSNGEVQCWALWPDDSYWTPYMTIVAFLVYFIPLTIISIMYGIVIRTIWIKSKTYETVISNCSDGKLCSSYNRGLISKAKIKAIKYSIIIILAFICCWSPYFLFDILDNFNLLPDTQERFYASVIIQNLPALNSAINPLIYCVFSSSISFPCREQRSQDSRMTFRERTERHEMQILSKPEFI
# aGal spleen mod: qHTS Assay for Inhibitors and Activators of Human alpha-Galactosidase From Spleen Homogenate | Alpha-galactosidase A (Homo sapiens), P06280 | human spleen homogenate, 4MU-alpha-Gal fluorescence, 40 min | Potency, µM (top dose mostly 80 µM), for inactives: at the top dose activity change, negative = inhibition, actives largely listed as inhibitors | actives 0.008% (n = 240,000);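 also: 0% = enzyme with vehicle and -100% = no enzyme basal signal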
#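 qHTS titration in buffer at pH 5.0. Alpha-galactosidase activity in spleen homogenate was measured via 4-methylumbelliferone release from 1 mM fluorogenic substrate after 40 min at 37C and a pH 10 stop. AC50 came from Hill fits of control-normalized data.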
# * marks the source's active call; other numbers are inactive results; ? = inconclusive; . = no result given; [ ] = another dose, or the depositor's remark. Unless noted, calls follow the shape of the dose curve; as a rule, active = well fitted curve in the direction sought with a large enough effect; inconclusive = small, poorly fitted or top-dose-only effect, or another doubt; inactive = no such curve, though single readings can be large; an effect the other way counts as inactive or inconclusive. Potency is read from the fitted curve at half-maximal effect.
# Values run as follows: Epigenetic reg | ALDH1A1 inh | GAA inhib | GAA glycogen mod | Tau fluor cs | GAA spleen mod | NPSR antag | aGal spleen mod
- COc1ccc(-c2nc(NC(C)=O)sc2-c2ccccc2)cc1
  1.1% | -2.4% | 10.4% | -15.1% | 0.4% | 5.9% | -19.0% | 4.1%
- O=C(CCSc1ccccc1)NC1CCCC1
  0.0% | -3.5% | 1.7% | 14.4% | -6.2% | -11.7% | -9.9%[46.1 µM] | -6.6%
- Cc1cccc(OCC2=NS(=O)(=O)c3ccccc3N2)c1
  -0.4% | 7.9% | -5.9% | 4.1% | -11.5% | -9.6% | -13.3%[46.1 µM] | 4.3%
- Cc1cc(C)n(/N=C/c2ccc(O)cc2)c(=O)c1C#N
  0.0% | -11.4% | -4.1% | 6.6% | 2.5% | -1.7% | -2.0% | -0.9%
- S=c1[nH]nc(-c2ccccc2Cl)n1/N=C/C=C/c1ccco1
  -1.0% | . | . | -7.2% | -15.5% | -9.3% | 42.4% | 4.2%
- O=C(NCC1CCCO1)C(c1cccs1)N(Cc1cccs1)C(=O)Cn1nnc(-c2cccs2)n1 (configuration not stated)
  0.1% | 8.91µM* | ? | 2.1% | -16.8% | 1.3% | -2.8%[46.1 µM] | -2.7%
- COC1(OC)C(=N/O)/C(=N\O)CCC1O (configuration not stated)
  -4.8% | 1.1% | -5.4% | 12.6% | -12.7% | 1.6% | 7.0%[46.1 µM] | 0.8%
- COc1c2c(nc3ccccc13)OC(C(C)(O)COC(C)=O)C2 (configuration not stated)
  4.8% | -2.6% | -1.6% | 11.5% | -13.1% | -0.6% | 6.6%[46.1 µM] | 0.9%
- COc1ccccc1NC(=S)NC1CCC(CC2CCC(NC(=S)Nc3ccccc3OC)CC2)CC1 (configuration not stated)
  0.0% | -14.9% | -2.0% | 0.0% | 0.9% | -4.6% | -10.8%[46.1 µM] | -3.0%
- CCC(CC)NC(=O)c1cc2c(C)nn(Cc3ccccc3Cl)c2s1
  2.1% | 1.7% | -1.5% | -14.6% | -5.6% | -3.8% | -25.5%[46.1 µM] | 7.5%
- Cc1ccc(NC(=O)/C(=C\c2cccc([N+](=O)[O-])c2)NC(=O)c2cccs2)cc1
  0.5% | 8.5% | -1.0% | 3.1% | -16.5% | -2.4% | -14.9%[46.1 µM] | -6.7%
- O=C(CSc1nc(-c2ccccc2)cc(=O)[nH]1)N1CCOCC1
  0.0% | 6.2% | 4.6% | 1.9% | 6.2% | 3.8% | -7.3%[46.1 µM] | 5.5%
- O=C(NN=C1CCCCC1)NC1CCCCC1
  0.0% | ? | -2.0% | 6.0% | 3.6% | 5.2% | 20.1% | 11.9%
- O=C(O)c1cc([N+](=O)[O-])cc2c1nnn2O
  -1.4% | 7.2% | -13.0% | -1.2% | -21.9% | -23.6% | -39.7% | -1.1%
- COC(=O)CCC(=O)OC1(C)C(=O)C=C2C=C(C3CC3)N(C3CCCC3)C=C2C1=O (configuration not stated)
  0.9% | 13.0%[13.5 µM] | . | 2.5% | -7.0%[11.6 µM] | 10.3%[17.4 µM] | 8.6% | 13.5%[17.5 µM]
- Cc1csc(SCC(=O)c2c(N)n(CC(C)C)c(=O)n(C)c2=O)n1
  -1.0% | 1.4% | -4.1% | 6.2% | -8.5% | -3.3% | -3.1%[46.1 µM] | -0.2%
- CCOC(=O)CN1CC23C=CC(O2)C(C(=O)Nc2ccc4c(c2)OCO4)C3C1=O (configuration not stated)
  2.0% | -8.4% | 7.6% | 9.3% | -15.4% | -8.5% | 10.0% | -8.7%
- CNc1nc(C)c(C(=O)OCc2ccccc2)s1
  0.0% | -12.7% | -4.2% | -20.6% | -13.0% | 4.1% | -11.1%[46.1 µM] | -6.0%
- CCC(=O)Nc1ccc(C(=O)NNC(=O)Cc2ccccc2)cc1
  0.0% | 9.1% | 2.2% | -2.1% | 7.7% | 7.9% | -4.5%[46.1 µM] | 12.5%
- CC1CC(=O)c2cnc(Nc3cccc(C(F)(F)F)c3)nc2C1 (configuration not stated)
  -1.7% | ? | -11.5% | 0.7% | -10.9% | -2.0% | 1.6%[46.1 µM] | 1.1%
- O=C(Cc1ccc(S(=O)(=O)N2CCCCC2)s1)Nc1ccc(F)c(F)c1
  -1.0% | ? | -4.1% | -2.9% | ? | -9.4% | -24.4% | -8.5%
- COc1ccc(/C=N/Nc2ncnc3sc4c(c23)CCCC4)cc1O
  -1.9% | -5.5% | -3.5% | -2.2% | 14.1µM*[quencher] | -7.2% | -18.8% | 5.0%
- CC/C(=C1/C(=O)CC(C)(C)C(C(=O)OC)C1=O)N1CCCC1 (configuration not stated)
  -1.6% | 2.6% | -1.4% | 6.2% | -15.9% | -8.9% | 1.9%[46.1 µM] | 1.4%
- CCN1CCCC1Cn1cnc2c([nH]c3cccc(Cl)c32)c1=O (configuration not stated)
  -2.9% | ? | -0.9% | -7.0% | -13.3% | -9.0% | -8.5%[7.67 µM] | -3.1%
- CCC(=O)c1ccc(OCC(=O)N2CCCC2)c(OC)c1
  0.0% | ? | -14.0% | -16.9% | 4.0%[2.34 µM] | -0.2% | 19.9% | -5.7%
- Cc1c(C(=O)NCC2CCCO2)cccc1[N+](=O)[O-] (configuration not stated)
  0.0% | -1.1% | -1.5% | 2.1% | 6.6% | -9.8% | 12.9% | 3.1%
- Cc1nc2n(COCCO)cnn2c(=O)c1Br
  1.3% | 11.4% | 1.0% | 6.4% | -8.1% | 4.4% | 11.4% | 2.8%
- CS(=O)(=O)N(CCc1ccccc1)CC(=O)N1CCCCC1
  -0.7% | 1.6% | -6.5% | -1.7% | 0.0% | -18.7% | 2.2%[46.1 µM] | 8.1%
- Cc1noc(NS(=O)(=O)c2ccc(N/C=C\C(=O)c3ccc(F)cc3)cc2)c1C
  5.7% | ? | 9.6% | 3.3% | 9.0% | -3.9% | -34.6% | -3.8%
- O=C(O)C1Cc2ccccc2CN1S(=O)(=O)c1ccc2ccccc2c1 (configuration not stated)
  2.1% | -5.7% | 5.4% | 2.0% | 1.4% | -5.5% | -0.3%[46.1 µM] | 3.4%

# Full records from above:
# CNc1nc(C)c(C(=O)OCc2ccccc2)s1 in the list: Epigenetic reg = 0.0%; ALDH1A1 inh = -12.7%; GAA inhib = -4.2%; GAA glycogen mod = -20.6%; Tau fluor cs = -13.0%; GAA spleen mod = 4.1%; NPSR antag = -11.1%[46.1 µM]; aGal spleen mod = -6.0%
# CCN1CCCC1Cn1cnc2c([nH]c3cccc(Cl)c32)c1=O (configuration not stated) in the list: Epigenetic reg = -2.9%; ALDH1A1 inh = ?; GAA inhib = -0.9%; GAA glycogen mod = -7.0%; Tau fluor cs = -13.3%; GAA spleen mod = -9.0%; NPSR antag = -8.5%[7.67 µM]; aGal spleen mod = -3.1%

# (more compounds)
# Values run as follows: Epigenetic reg | ALDH1A1 inh | GAA inhib | GAA glycogen mod | Tau fluor cs | GAA spleen mod | NPSR antag | aGal spleen mod
- COc1ccc(C2=CSC3=NNC4(CCCCC4)NN23)cc1
  -1.5% | ? | -10.3% | -3.8% | -26.2% | 3.3% | 1.8% | -2.1%
- Cc1c(C(=O)O)c2cc(O)ccc2n1-c1ccccc1
  -1.0% | 3.2% | -3.2% | 25.1µM* | -10.3% | -6.1% | -5.3%[46.1 µM] | -21.3%
- CCOC(=O)N=S(=O)(Oc1ccc([N+](=O)[O-])cc1)c1ccccc1 (configuration not stated)
  -0.9% | -11.1% | 1.2% | -8.6% | -13.9% | -3.1% | -14.0%[46.1 µM] | 4.0%
- O=C(CNc1cccc(Cl)c1)NNC(=S)NCc1ccccc1
  -4.3% | 0.4% | 4.1% | ? | -26.7% | -3.0% | 1.0% | 0.4%
- CCOC(=O)Cn1c(=NC(=O)CSC(C)=O)sc2cc(F)ccc21
  -0.8% | ? | -2.3% | 0.5% | -3.8% | -2.7% | ? | 1.9%
- O=C(c1cc([N+](=O)[O-])cc([N+](=O)[O-])c1)N1CCCc2ccccc21
  0.0% | 0.3% | 10.8% | 8.1% | -11.4% | -3.8% | -5.9% | -4.9%
- Cc1ccc(-c2nc(CSCC(=O)N3CCN(C(=O)c4ccco4)CC3)c(C)o2)cc1
  -2.5% | 22.4µM* | -4.6% | -0.2% | -3.1% | -14.0% | -2.9%[46.1 µM] | -18.4%
- CCC(=O)Nc1nc2nc(C)cc(=O)n2[nH]1
  -3.4% | -15.2% | 4.7% | -26.1% | 8.9% | 6.4% | 18.3%[46.1 µM] | 17.4%
- CCn1cc(/C=N\NC(=O)c2cc(-c3ccccc3OC)nc3ccccc23)c(C)n1
  -0.1% | 3.7% | -1.0% | 7.5% | -15.7% | -8.9% | -10.9% | -2.2%
- Cc1ccc2nc(-c3ccco3)c(Nc3ccccc3)n2c1
  0.0% | ? | ? | ? | -15.2% | 4.6% | -8.6%[46.1 µM] | 9.8%
- C#CCn1c(=NC(=O)c2ccc(S(=O)(=O)N3CCCc4ccccc43)cc2)sc2cc(S(N)(=O)=O)ccc21
  -1.5% | 0.5% | -7.7% | -4.6% | -9.1% | -1.6% | -20.6% | 4.2%
- O=S(=O)(c1cccc(-c2cn3cc(Cl)ccc3n2)c1)N1CCOCC1
  0.0% | ? | ? | -1.6% | -12.6% | -2.2% | -3.8%[46.1 µM] | 1.2%
- CCCc1ccc(Oc2c(-c3ccc(O)c(C)c3O)n[nH]c2C)cc1
  0.7% | 0.8% | -7.9% | ? | 12.6µM*[quencher] | -4.0% | ? | 0.4%
- CCN1/C(=C/c2sc(-c3ccccc3C)c[n+]2C)Sc2ccccc21
  2.2% | ? | -0.6% | 1.0% | -1.0% | -5.4% | -15.8% | -1.3%
- N/C(=N\OS(=O)(=O)c1ccc2ccccc2c1)c1ccncc1
  -0.9% | -6.8% | 6.5% | 4.7% | -18.5% | 0.6% | -3.5%[46.1 µM] | 8.9%
- COCCNC(=O)/C(C#N)=C/c1ccc(O)c([N+](=O)[O-])c1
  3.1% | ? | -12.9% | 23.5% | -1.0% | 0.9% | -25.5% | 1.2%

# These rows are one share of the data (hit frequency here may not be typical).
